AID1053144: Wnt/beta-catenin signaling activators, dose response, cell-based, iPS-derived NPC, luciferase, Wnt3a, cherry-pick (AID 1053144) | NPC TCF/LEF luciferase reporter, Wnt3a EC25, 24 h | activation, % at the top dose, mostly 26 µM; hits show AC30 in µM | 4.8% of 3,400 active;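 active means fitted curve reaches 30% activation at a concentration no higher than the top valid tested dose, luminescence rising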;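 further: wnt3a stimulus is conditioned medium from Wnt3a-transfected mouse L cells at 5% in well; 0% = neutral control wells and 100% = CHIR-99021 positive control wells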
Numbers without * were called inactive. Only part of the results is shown; rates above refer to the full screens.

structure	AID1053144
O=C1C2C3CCC(C3)C2C(=O)N1c1ccc(OS(=O)(=O)c2ccccc2)cc1 (stereo unspecified)	7%
O=C(Nc1cc(-c2ccccc2)[nH]n1)c1ccccc1	2%
O=C(O)/C=C/C(=O)Nc1ccccc1C(=O)OCC(=O)c1ccc2c(c1)OCCO2	4%
COc1cccc(C=Cc2nccc3ccccc23)c1OC	18%
N#Cc1ccc(-c2csc(NC3=NCCCCC3)n2)cc1	6%
CC(=O)CCSc1ncnc2sc(-c3ccccc3)cc12	9%
O=[N+]([O-])c1cccc(-c2cn3ccccc3n2)c1	10%
COc1cc(OC)cc(-c2nc3cc(C)ccc3o2)c1	5%
Cc1nccn1C(c1ccccc1)c1ccccc1	3%
O=C(NC1CCCC1)c1cc(-c2ccccc2)on1	8.7µM*
O=C(NC(=O)N1CCSCC1)c1c(Cl)cccc1Cl	1%
O=C(Nc1ccc(Cl)cc1)c1ccc(-c2ccccn2)s1	8%
Cc1cc(C)cc(NC(=O)Nc2ccc(N3CCCCC3)cc2)c1	6%
O=C(COc1ccc(/C=N/NC(=O)c2ccc(O)cc2)cc1)Nc1ccc([N+](=O)[O-])cc1	0%
NC(=O)c1ccccc1N/C=C/C(=O)c1ccc(F)cc1	7%
Cc1cc(=O)oc2cc(OCC(=O)Nc3nccs3)ccc12	6%
CC(Sc1ccccc1F)C(=O)Nc1ccc2c(c1)OCCO2 (stereo unspecified)	10%
Cc1cc(C)n(-c2nc3ccccc3s2)n1	5%
CC(C)c1ccc2nc(NC(=O)C3CC3)sc2c1	11%
CN(C(=O)C1CCC(=O)N(Cc2cccc(F)c2)C1)C1CCCCC1 (stereo unspecified)	9%
COc1cc(/C=C2/C(=O)ON=C2C)ccc1OCc1ccccc1F	-8%
Cc1cc(/C=C2/SC(=O)N(CC(=O)OC(C)C)C2=O)c(C)n1C	18%
CC(C)(C)C(=O)/C=C/c1ccc(Oc2ccccc2)cc1	0%
c1ccc(CCc2nc3ccccc3[nH]2)cc1	6%
Clc1nc2ccccc2cc1/C=N/Nc1nc2ccccc2[nH]1	7%

Reprinted from the part before: two entries, followed by the next part.
structure	AID1053144
c1ccc(CCc2nc3ccccc3[nH]2)cc1	6%
Clc1nc2ccccc2cc1/C=N/Nc1nc2ccccc2[nH]1	7%
CC(=O)c1cccc(NC(=O)c2ccc(-c3ccccc3[N+](=O)[O-])o2)c1	13%
O=C(Oc1cccc2cccnc12)c1cccc(-n2cnnn2)c1	-6%
NC(=O)[C@H]1CC2(CC(c3cccc(NC(=O)c4ccccc4)c3)=NO2)CN1C(=O)[C@H]1CCC(=O)N1 (stereo partly specified)	15%
COc1ccc2[nH]c3c(=O)n(CCc4ccccc4)cnc3c2c1	1%
c1ccc(-c2nc(-c3ccc(-c4ccon4)s3)no2)cc1	14%
Fc1ccccc1CSc1nnc(-c2cccnc2)o1	7%
Cn1nnc2cc(NC(=O)Nc3ccccc3F)ccc21	18%
COc1ccc(-c2nnc(NC(=O)C(C)C)s2)c(OC)c1	6%
Cn1c(-c2ccc(C(=O)c3ccccc3)s2)nc2ccccc21	0%
Cc1nc(N=Nc2ccc(O)cc2)n[nH]1	8%
O=C(Nc1ccc(N2CCCC2)cc1)c1cccc(Cl)c1	4%
O=C(Nc1ccccc1)c1cc2ccc3ccccc3c2s1	16%
Cc1cc(/C=C2\C(=N)N3N=CSC3=NC2=O)c(C)n1Cc1ccccc1	9%
COc1cc(NC(=O)c2cccs2)ccc1NC(=O)c1ccco1	12%
Cc1ccc(NC(=O)c2ccc3c(c2)nnn3C)cc1	9%
COc1cccc(-c2csc(NC(=O)C3CC3)n2)c1	14µM*
CCCOC(=O)c1ccc(NC(=O)CC(C)(C)C)cc1	12%
CCOc1ccc(N/C(C)=C/C(=O)c2ccc3c(c2)OCCO3)cc1	10%
CCOC(=O)c1ccc(Nc2cnc3ccccc3n2)cc1	16%
CSc1nc2ccc(NC(=O)c3ccc(F)c(F)c3)cc2s1	8%
O=[N+]([O-])c1ccccc1-c1nc(-c2ccc(Br)o2)no1	4.8µM*
O=C(COc1ccc(Cl)cc1)Nc1ncc([N+](=O)[O-])s1	-1%
CC(C)(c1ccccc1)c1ccc(OCc2ccc(C(=O)O)o2)cc1	15%
Nc1nc(Nc2ccccc2)nc2ccccc12	2%
CC(=O)Nc1nonc1NC(=O)c1ccc(C(C)(C)C)cc1	7%
O=C(CSc1ccc(-c2nc3ccccc3[nH]2)cn1)Nc1ccc(S(=O)(=O)N2CCCC2)cc1	7%
CN(C(=O)c1cc2c(=O)n3ccccc3nc2n1C)C1CCCCC1	15%
CCOC(=O)C1CCN(C(=O)C(CC)c2ccccc2)CC1 (stereo unspecified)	3%
Cc1csc(-c2coc3cc(O)cc(C)c3c2=O)n1	12%
CCOC(=O)c1ccc(OS(=O)(=O)c2ccccc2)c(OC)c1	12%
Brc1ccc(C2CC(c3ccccc3)=Nc3ccccc3N2)cc1 (stereo unspecified)	4%
O=C(Nc1ccc2oc(-c3ccc(Cl)c(Cl)c3)nc2c1)c1ncn[nH]1	5%
COc1ccccc1OCCSc1nc2ccccc2c(=O)[nH]1	5%
COc1cccc2c1C(=O)O/C2=C/c1ccc2c(c1)OCO2	-1%
CCc1nc2n(n1)C(O)c1cc([N+](=O)[O-])ccc1S2 (stereo unspecified)	3%
Clc1ccc2nc(CSc3nc4ccccc4o3)cn2c1	10%
O=C(NC(=O)c1ccccc1)Nc1ccc(Cl)cn1	4%
COc1ccc(NC(=O)Nc2nnc(-c3cccs3)s2)cc1	15%
O=C(/C=C/c1ccccc1)Nc1cccnc1	9%
Nn1c(SCc2ccccc2F)nnc1-c1cccnc1	11%
CC(C)C1Oc2ccccc2C(=O)N(CC(=O)c2ccc3c(c2)OCCO3)C1=O (stereo unspecified)	10%
C#CCOC(=O)CCCC(=O)Nc1ccccc1OC	1%
COc1cccc(NC(=O)Cn2c(=O)oc3cc(S(=O)(=O)N4CCCC4)ccc32)c1	0%
CO/N=C/CC(=O)c1ccc(OC)cc1	0%
CCOc1ccc(C2C(C(=O)c3ccco3)=C(O)C(=O)N2Cc2cccnc2)cc1 (stereo unspecified)	3%
O=C(CN1C(=O)CCC1=O)Nc1nc(-c2ccc3ccccc3c2)cs1	6%
Nc1ccccc1C(=O)/C=C/c1ccc2c(c1)OCO2	2.2µM*
Nc1c(-c2ccccc2)cnc2cc(-c3ccccc3)nn12	3%
c1ccc(COc2ccc3nocc3c2)cc1	9%
O=c1[nH]ncc(N/N=C\c2ccc(O)cc2O)c1Cl	2%

Reformatted: results already given.
| AID1053144 | compound |
| --- | --- |
| 8% | CSc1nc2ccc(NC(=O)c3ccc(F)c(F)c3)cc2s1 |
| 4.8µM* | O=[N+]([O-])c1ccccc1-c1nc(-c2ccc(Br)o2)no1 |
| -1% | O=C(COc1ccc(Cl)cc1)Nc1ncc([N+](=O)[O-])s1 |
| 15% | CC(C)(c1ccccc1)c1ccc(OCc2ccc(C(=O)O)o2)cc1 |
| 2% | Nc1nc(Nc2ccccc2)nc2ccccc12 |
| 7% | CC(=O)Nc1nonc1NC(=O)c1ccc(C(C)(C)C)cc1 |
| 7% | O=C(CSc1ccc(-c2nc3ccccc3[nH]2)cn1)Nc1ccc(S(=O)(=O)N2CCCC2)cc1 |
| 15% | CN(C(=O)c1cc2c(=O)n3ccccc3nc2n1C)C1CCCCC1 |
| 3% | CCOC(=O)C1CCN(C(=O)C(CC)c2ccccc2)CC1 (stereo unspecified) |
| 12% | Cc1csc(-c2coc3cc(O)cc(C)c3c2=O)n1 |
| 12% | CCOC(=O)c1ccc(OS(=O)(=O)c2ccccc2)c(OC)c1 |
| 4% | Brc1ccc(C2CC(c3ccccc3)=Nc3ccccc3N2)cc1 (stereo unspecified) |
| 5% | O=C(Nc1ccc2oc(-c3ccc(Cl)c(Cl)c3)nc2c1)c1ncn[nH]1 |
| 5% | COc1ccccc1OCCSc1nc2ccccc2c(=O)[nH]1 |
| -1% | COc1cccc2c1C(=O)O/C2=C/c1ccc2c(c1)OCO2 |
| 3% | CCc1nc2n(n1)C(O)c1cc([N+](=O)[O-])ccc1S2 (stereo unspecified) |
| 10% | Clc1ccc2nc(CSc3nc4ccccc4o3)cn2c1 |
| 4% | O=C(NC(=O)c1ccccc1)Nc1ccc(Cl)cn1 |
| 15% | COc1ccc(NC(=O)Nc2nnc(-c3cccs3)s2)cc1 |
| 9% | O=C(/C=C/c1ccccc1)Nc1cccnc1 |
| 11% | Nn1c(SCc2ccccc2F)nnc1-c1cccnc1 |
| 10% | CC(C)C1Oc2ccccc2C(=O)N(CC(=O)c2ccc3c(c2)OCCO3)C1=O (stereo unspecified) |
| 1% | C#CCOC(=O)CCCC(=O)Nc1ccccc1OC |
| 0% | COc1cccc(NC(=O)Cn2c(=O)oc3cc(S(=O)(=O)N4CCCC4)ccc32)c1 |
| 0% | CO/N=C/CC(=O)c1ccc(OC)cc1 |
| 3% | CCOc1ccc(C2C(C(=O)c3ccco3)=C(O)C(=O)N2Cc2cccnc2)cc1 (stereo unspecified) |
| 6% | O=C(CN1C(=O)CCC1=O)Nc1nc(-c2ccc3ccccc3c2)cs1 |
| 2.2µM* | Nc1ccccc1C(=O)/C=C/c1ccc2c(c1)OCO2 |

(further entries)
structure	AID1053144
O=C(c1nnc(-c2ccncc2)o1)c1ccccc1Cl	12%
Cc1ccc(C(=O)Nc2nc3ccc(Cl)cc3s2)o1	14%
Cc1ccc(N=Cc2nc(-c3ccco3)oc2O)cc1	26%
Cc1ccc(-c2cn3c(=O)cc(C)[nH]c3n2)cc1	13%
CCCCOc1ccc(C(=O)N=c2sccn2C)cc1OC	10%
Cc1cc(C)n(-c2nnc3c4ccccc4n(C)c3n2)n1	16%
COc1ccc(-c2nc3c4ccccc4[nH]c(=O)n3n2)cc1	9%
CN(C)c1ccc(N=Nc2ccc(S(N)(=O)=O)cc2)cc1	0%
Cc1ccc2c(c1)-c1nc3ccccc3cc1C2=NC1CCCCC1	-6%
Nc1ccc2nc(-c3cc(Cl)c(N)c(Cl)c3)[nH]c2c1	1%
O=C(CCn1cccn1)N1CCCC(N2CCN(c3cccc(C(F)(F)F)c3)CC2)C1 (stereo unspecified)	1%
Cc1nc2ccc(NC(=O)c3ccc(Cl)s3)cc2s1	3%
CCOc1ccc(NC(=O)NC2CC(=O)N(c3ccc(OC)cc3)C2)cc1 (stereo unspecified)	1%
O=C1Cc2c([nH]c3ccc(Br)cc23)-c2ccccc2N1	15%
Cc1nn(-c2ccc3ccccc3c2)c(=O)c2ccccc12	16%
CCN(CC(=O)Nc1c(F)cccc1F)C(=O)CNC(=O)c1cccs1	13%
CC(C)Oc1ccc(C(=O)OCC(=O)c2ccc[nH]2)cc1	25%
C/C(=N/O)c1no[n+]([O-])c1/C(C)=N\O	3%
O=C(N/N=C/c1cccc([N+](=O)[O-])c1)c1ccc2c(c1)OCCO2	9%
NC(=O)c1ccccc1N(Cc1ccccc1)S(=O)(=O)c1ccccc1	1%
CCOC(=O)c1sc2nc3c(cc2c1N)COC(C)(C)C3	16%
c1ccc(-n2ncc3c(NCc4cccs4)ncnc32)cc1	6%
Nc1nc(-c2cc(-c3ccccc3)no2)cs1	9%
CCCC(=O)N1c2ccc(-c3csc(N)n3)cc2CC1C (stereo unspecified)	6%
CCC(C)(C)NC(=O)/C=C/c1cnc2ccccc2n1	9%
CCC(=O)Nc1sc2c(c1C(N)=O)CCN(Cc1ccccc1)C2	3%
CCCC1O[C@@H]2C[C@H]3[C@@H]4CCC5=CC(=O)C=C[C@]5(C)[C@H]4[C@@H](O)C[C@]3(C)[C@]2(C(=O)CO)O1 (stereo partly specified)	1%
CC(C)C(=O)Nc1ccc(-c2nc3ncccc3o2)cc1	3%
c1ccc([C@H]2CN3C(=N2)Sc2ccccc23)cc1	12%
c1csc(-c2ccc(N3CCOCC3)nn2)c1	0%
O=C(O)c1cc(N/N=C/c2ccc(-c3ccccc3)cc2)ccc1Cl	8%
CCN1CCN(c2cc(C)c3cc(NC(=O)c4cc(OC)cc(OC)c4)ccc3n2)CC1	14%
Cc1sc2ncnc(SCC(=O)c3cccs3)c2c1C	4%
COc1ccc(N=c2cc(-c3ccc(OC)cc3)oc3ccccc23)cc1	-6%
Cc1ccnc(NC(=O)Nc2ccc(Br)cc2Cl)c1	6%
COc1cc(OC)cc(-c2noc(-c3csc([C@H]4C[C@H](O)[C@@H](CO)O4)n3)n2)c1	7%
O[C@@H]1COC(Nc2ccc(N=Nc3ccccc3)cc2)C[C@@H]1O (stereo partly specified)	9%
c1cc(-c2cc3cc(N4CCOCC4)ccc3o2)cs1	-2%
COc1cccc(C(=O)Nc2nc(C)cs2)c1	11%
O=C(Nc1ccc(-c2cnco2)cc1)c1ccc(F)cc1F	14%
Nc1ccc(N=Nc2ccccc2)c(N)n1	12%
O=C(NC1CCCCCCC1)c1ccc2c(c1)OCO2	5%
Cc1c(Cl)cccc1NC(=O)CCCN1C(=O)c2cccnc2C1=O	6%
CCOc1ccccc1-c1nc(-c2ccc(C)nc2OC)no1	5%
Cc1ccc(C(=O)CSc2ccccc2C(=O)O)cc1	8%
Cc1ccc(C)c(OCc2cc(C(=O)N3CC[C@H](O)C3)no2)c1	10%
COc1ccc(NC(=O)N2CCCc3ccccc32)cc1	4%
O=C(Nc1ccccc1)Nc1ccc(-n2ccc(C(F)(F)F)n2)cc1	13%

Screens as filed in PubChem.
